# Screening results as filed in PubChem.
# Dynein transport: dynein cargo transport inhibition | 3617.4 mouse cells, GR-EGFP nuclear translocation imaging; test concentration mostly 20 µM; stimulated with dexamethasone, 1 µM; active compounds read low | AID 1381 | z-score, hits read low | hit rate 0.47% among 220,000;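 active means plate z-score of nuclear minus cytoplasmic receptor signal below a set negative limit, without overly bright fluorescence or cell loss, cut at about -3.5 in these data, passing the limit was not always enough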;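 further: z-score of nuclear minus cytoplasmic ring GR-EGFP intensity difference per well; some compounds called inactive have numbers as strong as hits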
#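 Also added: dexamethasone, 1.0 µM final. Medium: tet-free, stripped-serum medium. Detection: fixed, Hoechst-stained cells imaged at 10x for EGFP. Read-out: nuclear-to-cytoplasmic GR-EGFP distribution per well. Times: induction 48 h, compound 1 h, agonist 30 min.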
# b-catenin transl: beta-catenin nuclear translocation modulation | nuclear translocation activity, % at 5 µM | hit rate 0.3% among 190,000 | HeLa beta-catenin nuclear translocation, immunofluorescence imaging | AID 1665;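 active means nuclear translocation activity above 50% at 5 µM, with a well cell count of 50 or more; inconclusive means wells under 50 cells across six images, flagged as toxic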;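 further: per-cell ratio of nuclear to cytoplasmic median beta-catenin stain intensity; plate controls were DMSO negative control for no effect and GSK-3 inhibitor IX positive control for full effect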
#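 Read-out: Nuclear/cytoplasmic beta-catenin signal ratio, % activation | Assay system: Human HeLa cell line | Times: 24 h compound exposure at 37°C, 5% CO2 | Signal: Fluorescence imaging of beta-catenin antibody stain plus DAPI | Dosing: 5 µM primary, 0.02–20 µM confirmation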
# M1AAP inhibition: P. falciparum M1AAP inhibitors, biochemical, fluorogenic H-Leu-NHMec substrate, 1536-well (AID 1445). recombinant M1AAP, H-Leu-NHMec fluorogenic kinetic assay; higher % means a stronger effect. hit rate 0.42% among 220,000. inhibition, % at 30 µM; hits with a dose series show IC50 in µM;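 active means primary inhibition above the hit cutoff, then over 50% inhibition at one or more dose response concentrations, cut at about 23% in these data, passing the limit was not always enough; inconclusive means conflicting primary data, or primary hits not chosen for dose response; inactive means low primary inhibition, or under 50% at every dose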;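 further: plate controls were DMSO full reaction for no effect and no enzyme background for full effect; strong numbers were not always called active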
# Autophagy mod: alters autophagy in cells | hit rate 0.98% among 190,000 | calls only at 10 µM (by protocol) | MEF GFP-LC3 puncta imaging; test concentration mostly 10 µM | AID 463193;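 active means percentage of spot-positive cells more than 3 SD above its plate mean, without a fluorescence outlier flag or 80% toxicity; inconclusive means no clear call, values can overlap the other calls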;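 further: spot-positive cell cutoff set from DMSO-treated cells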
# T cell HTS: T cell immune modulation candidate; 2C CD8+ T cell-vesicle binding, flow cytometry; active compounds read low; calls only at 7 µM; hit rate 0.068% among 330,000; AID 2052;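 active means response, share of CD8 T cells binding vesicles, and their 90th percentile fluorescence all below set limits, cut at about 80% in these data, passing the limit was not always enough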
#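 incubation = binding step 1.5 h, 37 °C, antibody labelling 20 min, ice | test system = 2C mouse CD8+ T cells | read-out basis = percent CD8+ FL2 mean versus row control | controls = Peptide-free naked vesicles (low) and QL9 vesicles with 0.7% DMSO vehicle (high) | detection = flow cytometry of vesicle-bound cells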
# WT yeast gro inh: growth inhibition of WT yeast, mitochondrial fusion screen | mitochondrial fusion phenotypic screen, WT strain | inhibition, % at 10 µM | AID 1362 | hit rate 2.1% among 190,000; in the data active means inhibition above about 58%; tested in S. cerevisiae
# MT stabilize HCS: microtubule stabilization, imaging screen; hit rate 0.83% among 200,000; % tubulin-high responders, % at 10 µM; HeLa tubulin immunostaining HCS, 24 h; share of cells brighter than vehicle mean+2SD;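 active means plate Z-score above 3 for both tubulin-high and condensed-nucleus cell shares, with cell loss under 80%, at 10 µM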;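 further: anti alpha tubulin signal scored within the nucleus-defined area of each cell; some results filed as inactive read as strong as hits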
# P. falciparum M17LAP: P. falciparum M17LAP inhibitors, primary screen, biochemical, fluorogenic H-Leu-NHMec substrate, 1536-well (AID 1619). hit rate 0.38% among 220,000. recombinant M17LAP, H-Leu-NHMec fluorogenic kinetic assay; higher % means a stronger effect. inhibition, % at 30 µM, or IC50 in µM where a hit was titrated;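 active means compound inhibiting the enzyme by more than half at any dose during confirmatory dose-response retesting; inconclusive means strong single-dose inhibitors picked by rank but not retested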;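 further: plate controls were full reaction with DMSO carrier for no effect and no enzyme background for full effect; strong numbers were not always called active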
# Yfh1-off respiration: enhancers of respiration in Yfh1-depleted yeast, dose response, Friedreich's ataxia, plus single-dose screen (AID 1465) | S. cerevisiae Yfh1-off respiration, WST-1 reduction, 72 h; higher fold induction means a stronger effect | fold induction at 50 µM; hits with a dose series show EC50 in µM | hit rate 0.074% among 220,000;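 active means fold induction of absorbance versus untreated yeast above a set limit, then at least 30% activation at any dose in follow-up; inconclusive means repeats straddling the limit, or above it without dose testing; inactive means fold induction below the set limit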;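 further: activators that raise dye reduction in frataxin-depleted yeast; strong numbers were not always called active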
# WT yeast gro inh mutant strain: recorded beside WT yeast gro inh, whose call it bears; inhibition, %; mitochondrial fusion phenotypic screen, mutant strain inhibition
# Dynein transport cytoplasmic EGFP: also measured in Dynein transport; calls as there; z-score; measured here: cytoplasmic GR-EGFP intensity; active compounds read high
# Dynein transport nuclear GR-EGFP: further read-out of Dynein transport, marked with its call; z-score; measured here: nuclear GR-EGFP intensity;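 lower value marks the stronger effect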
# Dynein transport cell count: recorded beside Dynein transport, whose call it bears; z-score; measured here: cell count per field
# b-catenin transl cell count 5 µM: further read-out of b-catenin transl, marked with its call; cell count; measured here: cell count, cytotoxicity flag
# T cell HTS vesicle-bound %: second read-out of T cell HTS, no call of its own (marks repeat the call); double positive events, %; measured here: CD8+ vesicle-bound cell fraction;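 binding gate set so that unloaded-vesicle control wells show 10% double positive cells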
# MT stabilize HCS Hoechst-high %: also measured in MT stabilize HCS; calls as there; % Hoechst-high responders; measured here: nuclear condensation Hoechst responders;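 share of cells brighter than vehicle mean plus two SD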
# MT stabilize HCS cytotoxicity %: further read-out of MT stabilize HCS, marked with its call; toxicity, %; measured here: cytotoxicity by cell density;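 0% = mean cell density of plate MIN control wells and 100% = no cells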
# Autophagy mod cell loss 18 h: second read-out of Autophagy mod, no call of its own (marks repeat the call); toxicity, %; measured here: cell loss, nuclei count;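 cell loss after 18 h compound exposure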
# An asterisk follows results filed as active; i = inactive; ? = inconclusive; / = not tested or not shown.
# Values run as follows: Dynein transport cytoplasmic EGFP	Dynein transport cell count	MT stabilize HCS	Dynein transport	WT yeast gro inh mutant strain	MT stabilize HCS cytotoxicity %	b-catenin transl cell count 5 µM	M1AAP inhibition	Dynein transport nuclear GR-EGFP	Autophagy mod	T cell HTS vesicle-bound %	P. falciparum M17LAP	WT yeast gro inh	Autophagy mod cell loss 18 h	T cell HTS	b-catenin transl	MT stabilize HCS Hoechst-high %	Yfh1-off respiration
> COC(=O)c1c(NC(=O)CSc2nnc(-c3ccco3)n2C)sc(C)c1C
 : -0.26	0.85	2.7	-0.53	-7	4.3	534	5%	-0.4	i	20	-10%	6	0	i	-1.9	1.5	i
> CCc1ccccc1NC(=O)COc1ccc(C(=S)N2CCCC2)cc1
 : -0.23	-0.8	5.6	1.4	1	9.9	1025	5%	0.7	i	42	10%	3	8	i	-3.7	2.0	i
> O=C(C[n+]1ccc(C(=O)c2ccccc2)cc1)Nc1ccc(C(F)(F)F)cc1
 : -0.17	0.13	2.3	-0.67	-1	3.9	1114	2%	-0.72	i	44	-9%	2	22	i	-0.6	1.2	i
> COc1ccc2occ(C(C)=O)c2c1
 : -0.22	0.28	1.6	1.3	6	7.6	/	10%	0.98	i	10	-2%	6	-18	i	/	0.8	i
> CCOC(=O)N1CCN(C(=O)c2ccc3c(=O)n(CC4CCCO4)c(=S)[nH]c3c2)CC1 (stereo unspecified)
 : 1.3	-1.1	1.9	0.41	21	3.7	837	-5%	0.43	i	24	3%	-2	-2	i	0.9	0.8	i
> CC1(C)C2CCC(C2)C1(C)N=C1OC(CCl)CS1 (stereo unspecified)
 : -0.19	-0.16	/	0.36	/	/	1048	0%	-0.22	/	46	0%	/	/	i	-1.3	/	i
> O=c1[nH]c(C2CCCN(S(=O)(=O)c3ccccc3)C2)nc2c1nnn2Cc1ccccc1F (stereo unspecified)
 : -0.043	-1.9	3.7	2.6	1	11	1102	5%	2.6	i	33	13%	-8	-15	i	-2.3	3.9	i
> CCNc1oc(COc2ccccc2F)nc1C#N
 : -0.31	1.8	2.8	-0.19	4	51	1026	6%	0.29	i	35	-2%	-10	2	i	-6.4	0.6	i
> COc1ccc(-c2nc3c(-c4ccccc4)cnn3cc2C)cc1F
 : -0.25	0.48	5.1	-0.6	6	4.3	912	3%	-0.4	i	44	-3%	8	7	i	2.4	3.3	i
> c1ccc(CSc2nncn2-c2ccccn2)cc1
 : -0.16	1.4	2.4	-0.066	27	9.9	956	-1%	-0.097	i	43	5%	20	0	i	-2.6	2.2	i
> O=C(CSc1nc(C2CC2)nc2c1cnn2-c1ccccc1)Nc1c[nH]c(=O)[nH]c1=O
 : -0.4	1	4.7	0.27	4	0.9	859	1%	0.055	i	56	3%	-3	2	i	10	1.1	i
> COc1ccc2cc(CN(C(=O)Nc3ccccc3OC)C3CCCC3)c(=O)[nH]c2c1
 : -0.34	1.4	3.7	-0.85	8	12	917	4%	-0.36	i	38	4%	3	1	i	0.2	3.6	i
> Cc1ccc(S(=O)(=O)N2CC3(C)CN(S(=O)(=O)c4ccc(C)cc4)CC(C)(C2)C3O)cc1 (stereo unspecified)
 : -0.15	-0.66	3.9	2.5	-10	3.2	975	-4%	1.5	i	9	3%	13	36	i	-10	1.5	i
> O=C(CSc1nc2ccccc2c(=O)[nH]1)c1ccccc1
 : -0.28	0.044	2.9	-0.2	-10	9.9	1075	5%	-0.52	i	29	2%	-11	1	i	3.0	1.9	i
> CCc1nnc(NS(=O)(=O)c2ccc(N/C=C\C(=O)c3cccc(OC)c3)cc2)s1
 : -0.12	0.59	1.4	-0.013	-17	2.1	1548	8%	-0.014	i	49	?	-9	-15	i	-0.5	1.9	i
> COC(=O)C1=NNC2(c3ccc(Cl)cc3)C(=O)N(c3ccccc3)C(=O)C12 (stereo unspecified)
 : -0.27	0.33	3.7	0.18	-5	4.6	1138	-2%	-0.14	i	42	3%	-1	10	i	-0.2	3.1	i
> O=C(/C=C/c1cc2ccccc2o1)c1ccccc1O
 : -0.24	0.84	/	-0.57	/	/	1312	8%	-0.28	/	30	13%	/	/	i	0.2	/	i
> CCC1(C)Cc2c(C#N)c(N)sc(=S)c2CO1 (stereo unspecified)
 : -0.32	0.14	3.9	-0.33	-28	5.5	840	15%	-0.78	i	18	-22%	4	11	i	-2.9	2.9	i
> O=C(c1cnn(C(=O)COc2ccc(Cl)cc2)c1)c1ccccc1O
 : -0.31	0.4	2.1	-0.28	-4	0.8	595	5%	-0.24	i	32	42%	1	-6	i	-0.9	2.0	i
> O=C(O)CC(C(=O)Nc1ccc(Cl)cc1Cl)C1CCCO1 (stereo unspecified)
 : -0.15	0.42	4.0	-0.38	5	4.9	1105	0%	-0.21	i	50	9%	-3	17	i	0.3	2.1	i
> COc1ccc(S(=O)(=O)N2CCC3(CC2)OCCO3)cc1
 : -0.32	-0.46	2.1	0.42	2	4.2	1089	5%	0.059	i	22	-3%	2	2	i	-2.7	2.4	i
> CC(C)C(=O)N=C1SC2CS(=O)(=O)CC2N1Cc1ccccc1 (stereo unspecified)
 : -0.22	-0.57	3.0	1	3	7.6	966	0%	1.1	i	60	-7%	-14	11	i	-2.8	2.2	i
> COC(=O)c1ccccc1NC(=O)CSc1nnc(COc2cccc(OC)c2)n1C
 : 0.93	-1.6	1.0	2.9	6	7.7	857	-7%	1.4	i	49	19%	21	8	i	-4.1	1.6	i
> CCOC(=O)C1CCCN(c2oc(-c3ccc(OC)cc3)nc2C#N)C1 (stereo unspecified)
 : 0.069	7.2	3.6	-0.68	-32	9.7	1057	19%	-0.26	i	3	-3%	0	-12	i	0.6	1.3	i
> CC(O)CN1C(=O)C(CC(=O)Nc2ccc(Cl)cc2)SC1=Nc1ccccc1 (stereo unspecified)
 : -0.21	0.62	2.2	-0.55	2	8.6	1197	-10%	-0.33	i	48	-2%	7	-4	i	2.2	1.1	i
> COc1ccc(S(=O)(=O)CCC(=O)NC2CCCCC2)cc1
 : -0.18	0.081	5.1	-2	-7	7.2	1089	8%	-0.61	i	20	-17%	-6	-15	i	-0.9	2.2	/
> COc1cc(/C=C2/NC(=O)N(Cc3ccccc3F)C2=O)cc(OC)c1OC
 : -0.13	-0.81	1.1	0.39	12	2.7	580	8%	1	i	41	8%	8	1	i	-2.7	1.8	i
> CCOc1ccc(/C=C/C(=O)Nc2ccc(C(N)=O)cc2)cc1OC
 : -0.25	-0.23	2.9	0.37	22	5.5	1151	2%	0.36	i	51	0%	-12	7	i	-0.8	2.9	i
> COc1ccc(/C=C(/CC(=O)NCc2ccc(Cl)cc2)c2nc3ccccc3s2)cc1
 : -0.13	-0.27	3.6	0.082	-7	5.2	/	1%	-0.22	i	53	10%	22	13	i	/	4.3	i
> Cc1ccccc1NC(=O)c1c(-c2ccccc2)noc1C
 : -0.32	-0.027	6.4	-0.35	0	3.2	1232	1%	-0.096	i	44	6%	-13	3	i	-2.8	4.1	i
> COc1cc2c(cc1NC(=S)Nc1cccc(C(F)(F)F)c1)oc1ccccc12
 : -0.14	0.5	3.9	0.79	35*	2.2	1216	1%	0.24	i	8	1%	64*	4	i	-4.2	2.4	i
> O=C(CCCC(=O)OCC(=O)c1cccs1)Nc1ccc(F)cc1
 : -0.31	1.4	1.7	-0.16	-12	3.1	1541	1%	-0.57	i	50	-6%	-11	-13	i	-0.2	2.3	i
> CN(C)c1ccc(/C=N/NC(=O)Cn2nnc3ccccc32)cc1
 : -0.23	-0.87	1.8	0.39	14	2.4	/	9%	1.1	i	54	16%	12	-62	i	/	2.0	i
> CCCCn1cc(SCC(=O)O)c2ccccc21
 : -0.22	0.82	3.7	0.36	15	2.6	/	3%	-0.01	i	34	6%	12	-5	i	/	1.5	i
> CCNC(=O)CSc1nc2ccccc2c(=O)n1OC
 : -0.21	0.52	1.6	-0.28	-2	3.3	864	1%	-0.013	i	37	2%	5	-1	i	-5.1	1.2	i
> CCn1c(SCc2ccc(C(=O)Nc3nccs3)cc2)nnc1-c1ccc(N)cc1
 : -0.28	0.99	2.6	-0.096	-18	7.4	1098	7%	0.14	i	56	15%	-13	34	i	6.7	1.1	i
> CCC(C)Nc1nc(N)c([N+](=O)[O-])c(NCCO)n1 (stereo unspecified)
 : -0.22	-0.15	/	1.2	/	/	1280	-3%	1.2	/	54	19%	/	/	i	-0.3	/	i

# Compounds as they come. Share with any hit: about 4.4%.
